LYPLA1 counter – blocks human lysophospholipase 1, a PME1 counter-screen. O75608. recombinant LYPLA1, FP-Rh probe fluorescence polarization. inhibition, % at 5.9 µM. hit rate 0.16% among 320,000. AID 2174;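 active means inhibition above the mean of all tested compounds plus 3 SD, set per campaign, cut at about 14% in these data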;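 further: inhibitors block serine hydrolase probe labeling of LYPLA1 so polarization falls; 0% = enzyme with DMSO and 100% = wells lacking LYPLA1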
Target sequence (O75608 whole entry, looked up): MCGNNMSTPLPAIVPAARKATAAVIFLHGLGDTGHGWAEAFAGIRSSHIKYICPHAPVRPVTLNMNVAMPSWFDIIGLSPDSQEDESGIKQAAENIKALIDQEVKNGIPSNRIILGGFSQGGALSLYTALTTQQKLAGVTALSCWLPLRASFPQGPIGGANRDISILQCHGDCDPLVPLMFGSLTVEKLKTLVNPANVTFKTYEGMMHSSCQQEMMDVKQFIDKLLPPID
pPAFAH inh – pPAFAH (human) enzyme inhibition; Q13093; recombinant pPAFAH, FP-rhodamine probe fluorescence polarization; inhibition, % at 3.39 µM; hit rate 1.5% among 330,000;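 active means inhibition above the mean inhibition across the screen plus 3 SD, cut at about 25% in these data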;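 further: inhibitors block binding of the rhodamine activity-based probe so polarization drops; 0% = enzyme with DMSO and 100% = wells lacking pPAFAH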
PME-1 primary – PME-1 (human) inhibition; inhibition, % at 5.9 µM; AID 2130; Q9Y570; recombinant PME-1, FP-Rh probe fluorescence polarization; hit rate 0.53% among 320,000;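 active means inhibition above the campaign mean of all compounds plus 3 SD, cut at about 26% in these data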;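 further: competitive labeling of PME-1 active site by serine hydrolase directed probe; 0% = PME-1 with DMSO and 100% = wells lacking PME-1 enzyme; inhibitors block probe labeling so polarization falls and inhibition rises; many of its hits are not listed in these tables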
Target sequence (Q9Y570 whole entry, looked up): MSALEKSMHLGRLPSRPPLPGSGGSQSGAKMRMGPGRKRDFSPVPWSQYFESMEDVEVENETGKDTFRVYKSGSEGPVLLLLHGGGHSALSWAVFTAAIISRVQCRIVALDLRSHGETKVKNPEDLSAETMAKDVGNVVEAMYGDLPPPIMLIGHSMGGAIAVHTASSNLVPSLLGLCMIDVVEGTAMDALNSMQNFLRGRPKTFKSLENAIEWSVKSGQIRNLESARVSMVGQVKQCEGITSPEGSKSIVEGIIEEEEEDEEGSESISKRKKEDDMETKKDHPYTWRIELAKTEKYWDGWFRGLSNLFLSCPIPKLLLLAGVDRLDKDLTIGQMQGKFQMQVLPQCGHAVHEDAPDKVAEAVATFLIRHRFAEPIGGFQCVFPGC
PAFAH2 inh – PAFAH2 (human) inhibition; hit rate 0.99% among 340,000; Q99487; recombinant PAFAH2, FP-rhodamine activity probe, fluorescence polarization; inhibition, % at 3.39 µM;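 active means inhibition above the mean over all tested compounds plus 3 SD, cut at about 30% in these data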;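 further: inhibitors block probe labeling of enzyme so polarization drops; 0% = enzyme with DMSO and 100% = wells lacking PAFAH2 protein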
GSTO1 counter – blocks human GSTO1 in RBBP9 counter-screen; P78417; recombinant GSTO1, activity-based probe fluorescence polarization; inhibition, % at 5.96 µM; hit rate 1.1% among 300,000; AID 1974;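 active means inhibition above the campaign mean inhibition plus 3 SD, cut at about 35% in these data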;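 further: 0% = GSTO1-1 with DMSO and 100% = wells lacking GSTO1-1 enzyme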
LYPLA2 counter – blocks human lysophospholipase 2, a PME1 counter-screen; inhibition, % at 5.9 µM; recombinant LYPLA2, FP-Rh probe fluorescence polarization; hit rate 0.38% among 320,000; AID 2177; O95372;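 active means inhibition above the screen-wide mean plus 3 SD, limit set per campaign, cut at about 26% in these data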;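 further: 0% = LYPLA2 with DMSO and 100% = wells lacking LYPLA2 enzyme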
PAD4 FP inh – inhibitors of human PAD4; Q9UM07; recombinant PAD4, RCA probe fluorescence polarization; inhibition, % at 6.36 µM; hit rate 0.41% among 330,000; AID 485272;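 active means percent inhibition above a cutoff equal to the mean of all tested compounds plus 3 SD, cut at about 15% in these data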;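 further: 0% = PAD4 with RCA probe and DMSO and 100% = probe without PAD4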
PAFAH1B2 inh – PAFAH1B2 (human) inhibition | inhibition, % at 3.39 µM | hit rate 1.2% among 340,000 | recombinant PAFAH1B2, FP-rhodamine activity probe, fluorescence polarization;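 active means inhibition above the mean of all tested compounds plus 3 SD, cut at about 24% in these data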;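 further: 0% = enzyme with DMSO and 100% = wells lacking PAFAH1B2; many of its hits are not listed in these tables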
Target sequence (P68402 whole entry, looked up): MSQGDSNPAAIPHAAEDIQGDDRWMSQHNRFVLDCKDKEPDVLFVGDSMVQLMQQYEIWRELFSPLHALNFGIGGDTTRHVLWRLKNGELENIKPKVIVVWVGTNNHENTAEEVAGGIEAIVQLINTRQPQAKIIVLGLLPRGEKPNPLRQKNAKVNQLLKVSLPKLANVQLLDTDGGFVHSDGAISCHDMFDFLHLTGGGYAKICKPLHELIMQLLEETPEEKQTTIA
PAFAH1B3 FP inh – blocks human PAF acetylhydrolase 1B catalytic subunit 3. Q15102. AID 492972. inhibition, % at 3.39 µM. recombinant PAFAH1B3, FP-rhodamine probe, fluorescence polarization. hit rate 0.28% among 340,000;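 active means inhibition above the screen-wide average of all tested compounds plus 3 SD, cut at about 25% in these data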;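 further: 0% = enzyme with DMSO only and 100% = wells lacking PAFAH1B3 protein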
Starred values were filed as active, the others as inactive; x = no result given.

SMILES	LYPLA1 counter	pPAFAH inh	PME-1 primary	PAFAH2 inh	GSTO1 counter	LYPLA2 counter	PAD4 FP inh	PAFAH1B2 inh	PAFAH1B3 FP inh
O=C(CNC(=O)OCc1ccccc1)Nc1ccc(F)cc1	0.1	-5.7	-8.7	-1.2	x	1.6	-7.0	4.5	1.4
Cc1ccc(S(=O)(=O)NNC(=O)c2cc([N+](=O)[O-])c(C)c([N+](=O)[O-])c2)cc1	-1.5	-1.0	1.7	x	11.4	4.8	2.2	x	x
CCOc1ccc(CC(=O)OCN2C(=O)c3ccccc3C2=O)cc1	4.2	4.2	-3.0	-0.2	25.4	8.1	1.6	2.0	7.4
CC1CCN(S(=O)(=O)c2cn(C)c(=O)n(C)c2=O)CC1	-0.8	1.4	-4.1	-6.1	-0.4	-1.2	-0.8	3.2	-1.2
O=C(/C=C/c1ccc(-c2cccc([N+](=O)[O-])c2)o1)N1CCOCC1	7.1	5.3	-7.1	x	14.1	5.0	-4.6	x	x
CC1(C)Cc2nc3oc4c(=S)nc[nH]c4c3cc2CO1	1.9	6.4	0.0	2.5	-5.9	3.9	2.7	1.0	1.7
CCN(C(=O)CSc1ccc(S(=O)(=O)N2CCOCC2)cn1)c1ccccc1	1.5	-0.9	3.1	6.3	x	-2.0	-3.8	2.4	6.8
Cc1cc(C)c(S(=O)(=O)Nc2ncn[nH]2)cc1C	-1.6	-5.2	-9.2	8.4	-3.8	-3.0	-2.4	7.1	-1.8
COCCN(C(=O)CSc1nnc(C)n1Cc1ccccc1)c1c(N)n(Cc2ccccc2)c(=O)[nH]c1=O	1.5	2.0	-7.5	9.1	-9.4	5.3	-1.9	10.6	8.5
COc1cc(C2(c3ccc(O)c(OC)c3)C(=O)Nc3c(C)cc(Br)cc32)ccc1O	0.0	5.3	18.1	-3.4	-1.0	1.8	-3.7	23.7	9.9
Cc1ccc(NC(=O)CS(=O)CC(=O)NC(C)CCc2ccco2)cc1Cl (stereo not given)	-3.7	3.3	4.4	-4.8	-6.7	2.4	-2.7	1.9	-3.1
COc1ccc(C(=O)COC(=O)C(CC(C)C)N2C(=O)c3ccccc3C2=O)cc1 (stereo not given)	-3.7	1.4	-3.6	-4.5	5.7	-1.8	1.2	4.3	1.5
Cc1onc(-c2ccccc2)c1C(=O)Nc1nnc(C(C)C)s1	5.7	-4.0	-2.5	-2.6	-4.8	-0.3	4.0	2.2	9.2
COc1ccc(Br)cc1S(=O)(=O)Nc1ncn[nH]1	-0.1	0.6	-1.8	-3.5	6.2	0.6	2.9	-1.4	-3.8
O=C(/C=C/c1ccc([N+](=O)[O-])cc1)NCCc1ccccc1	-4.2	2.0	-3.9	16.0	-1.8	-8.4	0.2	4.9	7.0
C=CCN1C=C2C(=O)C(C)(OC(=O)C3CCCC3)C(=O)C=C2C=C1c1ccsc1 (stereo not given)	0.5	5.0	-0.1	7.5	40.9*	-0.9	-1.7	0.8	0.9
CC(C)CCN1C(=O)c2ccc(-c3nc4ccccc4c(=O)o3)cc2C1=O	2.9	9.4	1.3	19.5	1.2	4.2	-1.5	0.3	2.6
COC(=O)CSc1cc(SCC(=O)OC)c(C#N)c(SCC(=O)OC)c1	10.2	10.8	14.7	9.1	10.9	11.4	3.5	1.1	8.5
COc1ccc(C2C(C(C)=O)=C(O)C(=O)N2CCc2c[nH]c3ccccc23)cc1 (stereo not given)	-1.9	4.4	0.7	-1.4	5.0	0.7	-1.2	-2.8	7.2
COc1ccc(Cl)cc1N(CC(=O)NC(C)(C)C)S(=O)(=O)c1ccc(C)c([N+](=O)[O-])c1	-4.9	3.6	4.7	1.1	-7.6	1.5	0.5	-0.8	2.0
CCC1CCc2sc(C(=O)NC3CCN(Cc4ccccc4)CC3)cc2C1 (stereo not given)	-2.2	11.8	5.0	5.2	-8.3	-1.1	-5.8	-2.0	3.4
CCOC(=O)C(=O)Nc1ccc(S(=O)(=O)Nc2ncccn2)cc1	4.6	4.5	-0.2	11.7	-1.1	0.8	1.3	-2.4	-2.5
O=C1NC(=O)C(Cc2ccccc2)(c2cccnc2)N1 (stereo not given)	2.9	5.5	-7.1	-3.3	2.9	-0.1	-0.7	-2.2	11.6
COc1cc(C(=O)O)nc(OC)n1	0.1	3.3	-1.2	-0.2	3.3	-1.2	-5.6	10.1	3.6
CC(=O)c1cccc(NC(=O)N2CCC(C(=O)c3ccc(F)cc3)CC2)c1	1.0	1.3	-5.8	4.7	5.9	9.5	-1.9	4.6	6.9
CCC(C(=O)OC)n1cnc2scc(-c3ccc(C)cc3)c2c1=O (stereo not given)	-1.4	-3.0	0.8	-1.8	0.2	-1.8	0.2	-4.2	7.2
CCn1c(CC(=O)Nc2ccccc2C)nnc1SCC(=O)NC1CCCC1	-0.5	-4.1	-10.4	0.0	15.1	-6.7	9.1	15.2	11.0
CCOc1c(Cl)cc(C(=O)NCCN2CCCCC2)cc1Cl	-1.8	5.7	-7.9	-1.3	1.6	0.2	3.6	0.1	7.9
CN(CCC#N)c1ncnc2scc(-c3ccccc3)c12	1.1	2.0	5.4	-2.2	-1.6	1.4	-2.0	1.7	1.6
COc1ccc(N2C(=O)CC(Sc3nc(C)cc(C)n3)C2=O)cc1OC (stereo not given)	-1.6	4.2	2.4	-6.3	2.3	-3.9	3.5	1.9	1.6
Cc1cc(C)c2nc(SCCc3ccccc3)nc(C)c2c1	0.3	3.6	-2.0	0.0	-5.7	7.6	-1.4	3.4	-0.5
O=C(CC(c1ccccc1)c1cc(Br)ccc1O)NCCN1CCOCC1 (stereo not given)	0.9	3.2	-7.2	0.6	3.8	2.1	-2.2	4.8	3.4
CCN(CC)c1cc(C)c2cc(NC(=O)c3ccccc3F)ccc2n1	-4.4	5.4	5.4	6.8	-3.1	0.3	-3.8	2.9	10.2
Fc1ccc2c(-c3cccc(C(F)(F)F)c3)c(-c3ccccc3)ncc2c1	-8.4	0.8	-5.5	1.6	x	-13.1	-1.9	-4.5	4.1
Cn1c(CCCNC(=O)c2cccs2)nc2ccccc21	-0.1	-0.9	3.4	-2.4	-1.0	-2.8	-4.5	0.9	1.8
COC(=O)c1ccc(Oc2ccc(C(C)(C)C)cc2)c([N+](=O)[O-])c1	0.0	3.4	0.3	2.2	-3.5	0.4	1.1	5.5	2.5
COc1ccccc1CN1C(=O)c2cccc3cccc(c23)C1=O	-1.6	0.1	-18.3	-46.4	5.7	-0.2	0.4	-0.3	6.2
COc1ccc(C)cc1NC(=O)CCCNC(=O)Cn1cnc2sc(C)c(C)c2c1=O	2.7	4.7	-7.2	4.8	-2.5	1.2	1.7	4.8	3.5
O=C(NC1CCCCC1)c1cccc(OCc2ccccc2)c1	0.9	-4.2	-0.7	3.7	0.9	10.9	-0.6	10.5	3.1
CC(C)c1ccc(NC(=O)CNC(=O)Cn2ccc3ccccc3c2=O)cc1	2.3	-3.5	-1.4	-14.2	0.6	-1.5	-2.2	-4.9	5.8
CCOP(=O)(OCC)/C(=N/OC(=O)c1ccccc1C)C(N)=O	0.0	1.7	6.5	-5.4	5.7	3.2	-0.6	0.2	-1.4
Cc1cc(NC(=O)CSc2nc(-c3cccnc3)ccc2C#N)no1	0.5	5.9	8.2	7.4	-1.1	4.8	-0.8	-2.6	7.5
COc1cc(OC)cc(C(=O)NC(=S)Nc2ccc(Cl)c(C(=O)O)c2)c1	-2.8	0.9	5.1	-4.0	-7.8	3.4	1.5	3.0	6.1
O=C(CCSc1ccccc1)Nc1ccc(OCc2ccccc2)cc1	-3.4	4.6	1.1	2.5	7.4	-5.7	0.3	4.8	-5.2
COc1ccc(N(CC(=O)NCc2ccco2)S(=O)(=O)c2ccc(C)cc2)cc1OC	0.0	7.2	-0.3	5.5	5.6	-3.5	-3.9	1.3	1.1
CCOc1ccc(N(C(=O)CNS(=O)(=O)c2ccccc2)C(CC)C(=O)NCc2ccco2)cc1 (stereo not given)	-0.1	-1.5	-4.2	9.5	-3.6	-0.5	-10.4	-0.4	9.9
O=C(c1ccc(=O)oc1)N1CCN(c2ccc(F)cc2)CC1	2.8	4.2	-4.1	-0.5	8.0	-4.0	0.4	6.3	-0.1
Cc1cccc(N2CCN(C(=O)C3CCN(S(=O)(=O)N4CCOCC4)CC3)CC2)c1C	-0.1	-1.6	2.7	2.5	8.5	21.3	-3.5	5.1	4.1
COc1ccc(C(=O)NC2(C(F)(F)F)N=C3SCCN3C2=O)cc1 (stereo not given)	-2.1	-0.3	-1.9	-0.6	-2.5	4.0	-1.0	0.5	13.6
Nn1c(COc2ccccc2)nnc1SCC(=O)O	0.1	-3.4	6.1	-4.6	-1.8	-6.2	-3.1	-1.9	2.6
Next section
SMILES	LYPLA1 counter	pPAFAH inh	PME-1 primary	PAFAH2 inh	GSTO1 counter	LYPLA2 counter	PAD4 FP inh	PAFAH1B2 inh	PAFAH1B3 FP inh
O=C(O)c1c[nH]c(=S)n1-c1ccc(F)cc1	6.0	-2.1	-1.3	-2.2	1.1	2.1	-1.3	6.4	-0.1
CC(C)CCN1C(Nc2ccccc2)=NC[C@@H]1CC(C)C	-2.0	-3.9	-3.2	0.7	1.9	-3.0	1.1	3.0	-1.0
Cn1cc(Cl)c(C(=O)NC2CCCC2)n1	-1.4	2.0	-2.1	2.6	7.2	-3.0	5.9	-2.8	1.6
Nc1cc(-c2cccc([N+](=O)[O-])c2)[nH]n1	3.0	7.8	-0.6	-2.4	2.3	1.9	-1.9	-3.6	4.8
CC1(C)Cc2c(cnn2-c2ccccc2)C(NC(=O)CCN2CCCCO2)C1 (stereo not given)	2.2	9.8	-1.4	5.5	0.4	11.2	0.2	8.9	9.1
O=S1OC(c2ccccc2)c2cc(Cl)ccc21 (stereo not given)	1.9	-2.5	-8.5	7.2	7.1	-1.5	40.0*	9.8	-1.3
O=C(Nc1ccc(N2CCOCC2)cc1N1CCOCC1)c1ccccc1	x	3.8	x	-6.8	x	x	-0.2	4.8	7.8
COc1cc(C(=O)NCC2CCCN2S(=O)(=O)c2cccs2)cc(OC)c1OC (stereo not given)	-1.5	0.1	4.0	-2.0	-6.2	3.9	-4.7	-0.2	7.6
CCOc1cccc(CNn2cnnc2)c1OCc1ccccc1Cl	2.7	2.9	2.1	2.9	1.9	0.4	2.4	2.7	6.7
O=C(O)CSc1nnc(COc2ccccc2)n1-c1ccccc1	0.1	6.4	-0.2	12.2	15.1	1.6	-0.6	10.6	7.3
NC(=O)CSc1nnc(-c2ccc(S(=O)(=O)N3CCCCC3)cc2)n1-c1ccccc1	-0.5	5.5	4.8	6.1	1.1	4.9	-1.9	-1.1	4.0
O=C(COC(=O)c1ccccc1F)Nc1cc(S(=O)(=O)N2CCOCC2)ccc1N1CCCC1	4.5	5.4	5.9	26.4	5.3	-4.1	3.7	0.9	0.5
O=C(CCCCn1c(=O)c2ccccc2n(CC(=O)Nc2ccccc2)c1=O)NCc1ccco1	-3.4	0.1	1.1	-2.6	-14.9	4.2	-2.1	2.3	10.6
Cc1ccc(C(=O)N/C(=C\c2cccs2)C(=O)NCCc2c[nH]c3ccccc23)cc1C	-4.7	8.7	1.5	-1.5	-2.8	-6.2	0.7	5.0	-3.5
CCOC(=O)c1c(C)[nH]c(NC(=O)NNC(=O)c2ccccc2Cl)c1C	1.9	-0.7	1.6	-1.3	x	-1.6	-1.9	4.3	1.4

Screening data from PubChem.

An excerpt, so the mix of outcomes need not match the whole.
